High-throughput results deposited in PubChem by Sanford-Burnham Center for Chemical Genomics.
H9c2 TAG inh: inhibitors of triacylglycerol accumulation, primary screen, cell-based, uHTS, fluorescence, H9c2. H9c2 cells, Nile Red lipid (TAG) fluorescence; cells loaded with 200 µM oleic acid. inhibition, % at 12.5 µM. actives 0.66% (n = 230,000). AID 651582, 2012;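 active = pattern-corrected inhibition of lipid staining of at least 50% with the nuclear-stain viability signal not falling by more than 50%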;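 note: 0% = DMSO wells and 100% = triacsin C control wells; some results filed as inactive read as strong as hits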
H9c2 TAG inh DAPI viability: recorded beside H9c2 TAG inh, whose call it bears; DAPI nuclei signal change (viability), lower = more cytotoxic, %;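 whole-well DAPI fluorescence read on a plate reader as a viability signal; minus 50 percent equals half of cells still viable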
* hit, by the source's call. An excerpt. The share of hits here may be higher or lower than overall.

Values in the order – H9c2 TAG inh	H9c2 TAG inh DAPI viability
Cc1cc(NC(=O)CSc2nnc(C)c(=O)[nH]2)no1
    0	13
CC(C)(C)NC(=O)COc1ccc(CNCCc2ccccc2)cc1
    -15	10
CC1CCN(C(=O)COc2ncnc3ccccc23)CC1
    -13	5
O=C(N/N=C/c1ccc(O)c(O)c1O)/C(=C/c1ccc([N+](=O)[O-])cc1)NC(=O)c1ccccc1
    -14	-1
CCOc1ccc(NC(=O)CN2CCN(c3ccccc3C)CC2)cc1S(=O)(=O)N1CCCC1
    -3	-3
COc1ccc2nc3oc(C(=O)N4CCN(c5cccc(C(F)(F)F)c5)CC4)cc3cc2c1
    0	-10
Cc1ccc(-n2nc(C)c3c2C(Br)C(C)(C)CC3=O)nc1 (stereo not given)
    2	-1
Cc1cnc(NC(=O)c2cc(-c3ccccc3)nn2-c2ccccc2)s1
    -4	3
Cc1ccc(NC(=O)C2CC(=O)N(CCc3ccccc3)C2)cc1Cl (stereo not given)
    -6	4
Cc1ccc(/C=C/C2=NN(Cc3ccccc3)C(=O)CC2)cc1
    -4	-5
COc1ccccc1C(=O)NC(=O)COC(=O)c1cnccn1
    7	4
Cc1ccc(S(=O)(=O)N(C)C)cc1NC(=O)COC(=O)/C=C/c1ccc2c(c1)OCO2
    1	-7
COc1ccccc1-c1cnc(C(O)c2cc(C)ccc2C)[nH]1 (stereo not given)
    -7	1
Cc1cc(C)c(NC(=O)CSc2nc3ccccc3c(=O)n2CCCN2CCOCC2)c(C)c1
    27	2
CCNC(=O)NC(=O)C(C)OC(=O)c1cccnc1SC (stereo not given)
    -10	7
Cc1ccc(NC(=O)COC(=O)c2ccc(=O)n(Cc3ccccc3)n2)cc1F
    7	-7
COc1ccccc1C#CC1=CC(=O)C[C@H](c2ccc(F)cc2)C1
    2	-6
CC(C)n1cnc2cc(NCc3ccccc3O)ccc21
    -4	14
Nc1nc(N)c(N=Nc2ccccc2)c(=O)[nH]1
    1	6
O=C(NCC1CCCO1)[C@@H]1CSC2c3ccccc3C(=O)N21 (stereo not given in full)
    -13	4
CCc1ccccc1NC(=S)N(Cc1ccc(OC)cc1)CC1CCC(C(=O)O)CC1 (stereo not given)
    -3	-14
COc1cc(/C=C/C(=O)O)cc(S(=O)(=O)NCc2ccc3c(c2)OCO3)c1OC
    -4	1
O=C(COc1ccc2ccccc2c1)NNC(=O)[C@@H]1CCCC[C@@H]1C(=O)O
    11	-7
Cc1nc(SCCc2nc3ccccc3[nH]2)c2oc3ccccc3c2n1
    -2	5
c1ccc2c(c1)oc1c(-c3ccc4nccn4c3)cccc12
    -1	-2
COc1ccc(CCNC(=O)Cc2cc(=O)[nH]c(=O)[nH]2)cc1OC
    -1	-4
CCCc1cc(=O)[nH]c2nnc(SCC(=O)Nc3ccc4c(c3)OCCO4)n12
    -12	6
Cc1ccc(C)c(Sc2ccc(NC(=O)CCN3C(=O)NC4(CCCC4)C3=O)cc2)c1
    18	13
Cc1ccc(S(=O)(=O)N(C)C)cc1NC(=O)c1ccccc1Br
    -3	-15
C=CCN=c1scc(-c2ccccc2)n1/N=C/c1ccccn1
    -28	20

Retrieved by structure from above (3):
Values in the order – H9c2 TAG inh	H9c2 TAG inh DAPI viability
Nc1nc(N)c(N=Nc2ccccc2)c(=O)[nH]1
    1	6
Cc1ccc(NC(=O)C2CC(=O)N(CCc3ccccc3)C2)cc1Cl (stereo not given)
    -6	4
Cc1cc(NC(=O)CSc2nnc(C)c(=O)[nH]2)no1
    0	13

Other records
Values in the order – H9c2 TAG inh	H9c2 TAG inh DAPI viability
O=C(Nc1ccccc1N1CCN(C(=O)c2ccc(Cl)cc2)CC1)c1ccc(Br)cc1
    44	0
CC1CC(OC(=O)c2ccccc2C(=O)c2ccc(Cl)cc2)C(=O)O1 (stereo not given)
    7	6
NC(=O)c1ncn([C@@H]2O[C@H](CNCc3cccn3-c3ccncc3)[C@@H](O)[C@H]2O)n1
    -3	8
Cc1ccnc2nc(C(=O)OCC(=O)NC(=O)NCc3ccco3)nn12
    7	21
COc1ccc(Cl)cc1-c1nc(SCC(=O)N(C)C2CCS(=O)(=O)C2)n[nH]1 (stereo not given)
    11	0
CCCSc1nsc(NC(=O)Nc2ccc(F)cc2F)n1
    -12	6
O=C(Nc1cccc(-n2cnnn2)c1)C1CCCN(Cc2cccc(C(F)(F)F)c2)C1 (stereo not given)
    14	9
CCCCC1=CC2=CC(=O)C(C)(OC(=O)CC)C(=O)C2=CN1C1CCCCC1 (stereo not given)
    2	1
COc1nnc(-c2ccc(C)c(S(=O)(=O)N(C)C)c2)c2ccccc12
    0	2
Cc1c(NC(=O)C(C)c2ccc(CC(C)C)cc2)c(=O)n(-c2ccccc2)n1C (stereo not given)
    21	-2
NS(=O)(=O)c1cccc(NC(=O)c2ccc(NS(=O)(=O)c3cccc([N+](=O)[O-])c3)cc2)c1
    -7	-4
Oc1ccc(/C=N/Nc2nc(N3CCCC3)nc(N3CCCC3)n2)cc1O
    11	-20
COc1ccc(/C=C/C(=O)OCC(=O)N(C)c2c(N)n(Cc3ccccc3)c(=O)[nH]c2=O)cc1OC
    11	-4
Cc1cc(C(=O)Nc2c[nH]c(=O)[nH]c2=O)ccc1[N+](=O)[O-]
    1	3
O=C(O)CCN1CCOCC1
    -20	5
O=C(O)c1cccnc1C(=O)c1ccccc1
    9	-6
CS(=O)(=O)N(CC(=O)N1CCCC1)Cc1ccc(Cl)cc1
    6	2
CCC(=O)N1CCc2cc(S(=O)(=O)CCC(=O)Nc3nc(C)cs3)ccc21
    10	-2
C#CCOCCOCCOCCNc1nc(N2CCN(C(=O)[C@H](CCCN=C(N)N)n3cc(C(N)[C@@H](C)CC)nn3)CC2)nc(N2CCN(C(=O)[C@H](CCC(=O)O)n3cc([C@@H](N)[C@H](C)CC)nn3)CC2)n1 (stereo not given in full)
    -6	20
CCN(CC)C(=O)CSc1nc(C)cc(C)c1C#N
    0	9

The last three records of the section above come first, to join the parts:
Values in the order – H9c2 TAG inh	H9c2 TAG inh DAPI viability
CCC(=O)N1CCc2cc(S(=O)(=O)CCC(=O)Nc3nc(C)cs3)ccc21
    10	-2
C#CCOCCOCCOCCNc1nc(N2CCN(C(=O)[C@H](CCCN=C(N)N)n3cc(C(N)[C@@H](C)CC)nn3)CC2)nc(N2CCN(C(=O)[C@H](CCC(=O)O)n3cc([C@@H](N)[C@H](C)CC)nn3)CC2)n1 (stereo not given in full)
    -6	20
CCN(CC)C(=O)CSc1nc(C)cc(C)c1C#N
    0	9
O=C(Nc1ccc2ccccc2c1)c1cccc2ccccc12
    9	-9
C=CCOc1cccc(CNc2ccc3[nH]c(=O)[nH]c3c2)c1
    10	12
Cc1ccc(NC(=S)N(CCN(C)C)C(C)c2ccco2)c(C)c1 (stereo not given)
    -10	4
Cc1ccc(N2C(SCC(=O)O)=NC(=Nc3cccc(C)c3)C23CCCC3)cc1
    -11	16
CCOc1ccc(-c2nc(CN3CCCC(C(=O)N4CCOCC4)C3)c(C)o2)cc1 (stereo not given)
    16	-2
O=C(O)CSc1ccnc2cc(Cl)ccc12
    1	-10
CC(=O)N(C)c1ccc(NC(=S)Nc2ccc(C(C)C)cc2)cc1
    -40	5
O=C(CCn1cccc1)Nc1ccccc1F
    7	0
CNC(=O)c1nc(C)c(C2(C)CC(c3ccccc3)=NO2)s1 (stereo not given)
    -1	-2
CC1CCCN(C(=O)Cc2ccc(F)cc2)C1 (stereo not given)
    4	-3
N#Cc1ccsc1NC(=O)CSc1nnnn1-c1ccc(O)cc1
    -3	4
CCn1c(SCC(N)=O)nnc1-c1ccc2c(c1)OCO2
    -25	-3
CC(C)Oc1ccc(S(=O)(=O)N2CCOCC2)cc1NC(=O)C1CCCCC1
    14	1
N#CC1=C(N)S[C@H](C(=O)C23CC4CC(CC(C4)C2)C3)[C@H]1c1ccncc1
    -12	-10
CCSc1nc(N)c(NC(=O)c2ccc(Br)o2)c(=O)[nH]1
    -4	-8
NC(=O)C1CCN(CCC(=O)Nc2cccc(Cl)c2)CC1
    -4	10
COC(=O)c1cccc(C23CC4(C2)[C@H](CN(CC2CCCCC2)[C@@H]4c2ccccc2)C3c2ccccc2)c1 (stereo not given in full)
    -9	3
O=C(COC(=O)CNC(=O)c1ccccc1)NCc1ccc2c(c1)OCO2
    -9	0
CCOC(=O)CN(C(=O)CNC(=O)c1cccs1)C(C(=O)NC1CCCC1)c1cccnc1 (stereo not given)
    -23	3
C[C@H](NC(=O)c1nc[nH]c1C(=O)N1CCN(c2ccccc2)CC1)c1ccccc1
    3	1

Profiles from above. Values in the order: H9c2 TAG inh | H9c2 TAG inh DAPI viability
CCOC(=O)CN(C(=O)CNC(=O)c1cccs1)C(C(=O)NC1CCCC1)c1cccnc1 (stereo not given) is entered as -23 | 3
CCn1c(SCC(N)=O)nnc1-c1ccc2c(c1)OCO2 is entered as -25 | -3
NC(=O)C1CCN(CCC(=O)Nc2cccc(Cl)c2)CC1 is entered as -4 | 10

Returning to the listing with the 6 entries that preceded the break.
Values in the order – H9c2 TAG inh	H9c2 TAG inh DAPI viability
CCSc1nc(N)c(NC(=O)c2ccc(Br)o2)c(=O)[nH]1
    -4	-8
NC(=O)C1CCN(CCC(=O)Nc2cccc(Cl)c2)CC1
    -4	10
COC(=O)c1cccc(C23CC4(C2)[C@H](CN(CC2CCCCC2)[C@@H]4c2ccccc2)C3c2ccccc2)c1 (stereo not given in full)
    -9	3
O=C(COC(=O)CNC(=O)c1ccccc1)NCc1ccc2c(c1)OCO2
    -9	0
CCOC(=O)CN(C(=O)CNC(=O)c1cccs1)C(C(=O)NC1CCCC1)c1cccnc1 (stereo not given)
    -23	3
C[C@H](NC(=O)c1nc[nH]c1C(=O)N1CCN(c2ccccc2)CC1)c1ccccc1
    3	1
CC(C)(C)OC(=O)C[C@@H]1C/C=C\C[C@H](CC(=O)N[C@H](CO)Cc2ccccc2)C(=O)N[C@@H](Cc2ccccc2)COC1=O
    16	-7
CC1(C(=O)Nc2ccc(Cl)c(Cl)c2)CCN1Cc1cc2ccccc2o1 (stereo not given)
    -2	1
O=C(Cn1nnc2ccccc21)NCc1ccccc1
    -6	6
Cc1cccc(OCCNC(=O)c2cccc(Oc3ccc(C(F)(F)F)cc3[N+](=O)[O-])c2)c1
    30	5
CC(=O)Nc1cccc(-c2csc(C(O)c3ccccc3)n2)c1 (stereo not given)
    -8	4
CN1CCN(S(=O)(=O)c2ccc(Cl)c(C(F)(F)F)c2)CC1
    10	1
CCN1CCN(c2ccc(S(=O)(=O)N3CCOCC3)cc2NC(=O)/C=C/c2cccc(OC)c2OC)CC1
    9	-7
COc1ccccc1NC(=O)NS(=O)(=O)c1ccc(C)cc1
    0	15
COCCn1c(/C=C/c2ccccc2)nc2ccccc21
    0	3
CC(CCc1ccccc1)NC(=O)CN1CCSc2ccccc21 (stereo not given)
    1	-16
S=c1[nH]ccn1-c1ccccc1Cl
    3	0
CCOC(=O)c1c(NC(=O)C2C3C=CC(C3)C2C(=O)O)sc2c1CC(C)(C)OC2 (stereo not given)
    12	-9
Cc1ccc(N(Cc2ccccc2)C(=O)c2ccc(S(=O)(=O)N3CCOCC3)cc2)cc1
    -5	0
Cc1ncoc1C(=O)NC1CCCc2c1cnn2-c1ccc(C(C)(C)C)cc1 (stereo not given)
    -27	-6
Cc1nc(S(=O)(=O)c2ccc(Br)cc2)nc2c1CCC2
    10	-21
COc1ccc(CSc2nnc3[nH]c(=O)cc(N)n23)cc1
    -5	7
O=S1(=O)C[C@@H](N2CCC(Cc3ccccc3)CC2)[C@H](COCc2ccccc2)N1
    -20	26
Cc1cc(OCC(=O)OCC(=O)N2CCCc3ccccc32)ccc1Cl
    4	-12
c1ccc2oc(CCc3nc4ccccc4o3)nc2c1
    8	-3
COC(=O)[C@@H]1C[C@@]2(O)[C@H](O)[C@H](O)[C@H](O)C[C@H]2N1Cc1ccc(-c2ccccc2)cc1
    0	2
Cc1cccc(N2CC(C(=O)NCC3COc4ccccc4O3)CC2=O)c1C (stereo not given)
    -12	1
Cc1ccccc1-c1cc2c(nn1)-c1ccccc1C2=O
    10	-20
CCn1c(COc2ccccc2)nnc1SCC(=O)NC1CCCCC1
    20	-5
Cc1sc2nc(COC(=O)c3ccc(Cl)c(N)c3)[nH]c(=O)c2c1C
    13	-9
O=C(COc1ccc(S(=O)(=O)N2CCCCC2)cc1)NCc1ccncc1
    -1	0
C#CCOCCOCCOCCNc1nc(N2CCN(C(=O)Cn3cc(CC(C)O)nn3)CC2)nc(N2CCN(C(=O)Cn3cc(CC(C)O)nn3)CC2)n1 (stereo not given)
    6	3
Cc1ccc(-c2nc3cc(C)ccc3o2)cc1
    11	2
O=C(NCc1ccccc1F)c1ccc2c(c1)OCCO2
    -1	-12
O=C(O)c1ccc(N/N=C/c2cc3c(cc2[N+](=O)[O-])OCO3)cc1
    -18	0
CCCCn1c(N)c(N(CCOC)C(=O)c2cc(Cl)nc3ccccc23)c(=O)[nH]c1=O
    6	-9
CC12C=CC(=O)C=C1CCC1C2C(=O)CC2(C)C1CCC2(O)C(=O)CO (stereo not given)
    10	16
CCN(c1ccccc1)S(=O)(=O)c1ccc(C(=O)NCC2(N(C)C)CCCCC2)cc1
    31	-2
Cc1ccc2c(c1)C1CN(C)CCC1N2C(=O)c1ccc(Cl)c(S(=O)(=O)N2CCOCC2)c1 (stereo not given)
    7	7
Cc1cccc(N(C)S(=O)(=O)c2cccc3nsnc23)c1
    5	-5
Cc1csc(NC(=O)CSc2nc(C)cs2)n1
    10	-9
Cc1ccc(C(=O)NCC(=O)OCc2nnc(-c3ccc([N+](=O)[O-])cc3)o2)s1
    2	-6
COCC1CCN(C(=O)CC2C(=O)NCCN2Cc2cccc(Oc3ccccc3)c2)CC1 (stereo not given)
    9	3
